DENV2 CPE: protects cells from dengue virus 2 cytopathic effect; AID 651640; 350,000 compounds, 1.7% hits; CPE inhibition, % at 9.99 µM; DENV2-infected cells, cytopathic effect rescue, plate reader; in the data active = CPE inhibition above about 20%, passing the limit was not always enough; inconclusive = no clear call, values can overlap the other calls; tested in BHK-21 cells;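 note: 0% = median of neutral control wells and 100% = median of positive control wells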
miR122 inh: blocks miR-122 activity in Huh7 sensor cells. Huh7 miR-122 Renilla luciferase sensor, 48 h; neutral wells = 0, positive control = 100. 340,000 compounds, 0.3% hits. AID 602342. activation (reporter increase), % at 12.5 µM;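 active = mean replicate activation score at least 90 and every replicate individually at or above 90; inconclusive = only one of the two criteria met; inactive = neither criterion met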;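 note: higher luciferase means less miR-122 activity so hits act as miR-122 inhibitors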
ERp5 block: ERp5 (human) disulfide isomerase inhibition. AID 651711. 350,000 compounds, 0.05% hits. inhibition, % at 9.99 µM. Q15084. ERp5 insulin aggregation, absorbance 650 nm, 90 min;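 active = mean replicate inhibition above about 25%, with every replicate also reaching it, limit read from the data, passing the limit was not always enough; inconclusive = only one of those two criteria met; inactive = neither criterion met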
CFTR F508del cor: CFTR F508del correction in bronchial cells. CFBE cells, YFP halide quenching; stimulated with forskolin plus potentiator P3; % fluorescence drop versus neutral controls. activity (quench increase), % at 7.58 µM. 350,000 compounds, 0.36% hits. AID 720511;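 active = mean added fluorescence quench of at least 8% versus neutral control, with both replicates also reaching 8%; inconclusive = only one of the mean or replicate conditions met; inactive = mean below 8% and not both replicates reaching 8%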;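 note: cells transiently co-express mutant CFTR-F508del with the halide-sensitive YFP; corrector assay measuring rescue of mutant channel to the surface after 24 h compound exposure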
SIRT5 block: inhibitors of human sirtuin-5 desuccinylase. Q9NXA8. Purified SirT5, succinyl-peptide AMC, trypsin-coupled fluorescence. inhibition, % at 15 µM. 330,000 compounds, 1.1% hits. AID 652115; in the data active = inhibition above about 15%; inconclusive = no clear call, values can overlap the other calls
CASP6 VEID inh: blocks human caspase-6 cleavage activity | P55212 | purified caspase-6, Z-VEID-R110 cleavage fluorescence | inhibition, % at 12.5 µM | 350,000 compounds, 0.53% hits;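 active = mean inhibition across replicates at least about 35%, with every replicate also reaching that limit, limit read from the data; inconclusive = only one of the two criteria met; inactive = neither criterion met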;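 note: 0% = median of neutral control wells and 100% = no fluorescence left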
ERAP1 inh: inhibitors of human ERAP1 aminopeptidase | Q9NZ08 | recombinant ERAP1, Leu-AMC fluorescence, 60 min | inhibition, % at 10.7 µM | 340,000 compounds, 0.15% hits;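 active = mean replicate inhibition of at least 30%, or all replicates individually reaching that 30% level; inactive = mean below 30% and not every replicate reaching it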;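 note: 0% = neutral control wells and 100% = L-leucinethiol positive control wells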
Target sequence (Q9NZ08 whole entry, looked up): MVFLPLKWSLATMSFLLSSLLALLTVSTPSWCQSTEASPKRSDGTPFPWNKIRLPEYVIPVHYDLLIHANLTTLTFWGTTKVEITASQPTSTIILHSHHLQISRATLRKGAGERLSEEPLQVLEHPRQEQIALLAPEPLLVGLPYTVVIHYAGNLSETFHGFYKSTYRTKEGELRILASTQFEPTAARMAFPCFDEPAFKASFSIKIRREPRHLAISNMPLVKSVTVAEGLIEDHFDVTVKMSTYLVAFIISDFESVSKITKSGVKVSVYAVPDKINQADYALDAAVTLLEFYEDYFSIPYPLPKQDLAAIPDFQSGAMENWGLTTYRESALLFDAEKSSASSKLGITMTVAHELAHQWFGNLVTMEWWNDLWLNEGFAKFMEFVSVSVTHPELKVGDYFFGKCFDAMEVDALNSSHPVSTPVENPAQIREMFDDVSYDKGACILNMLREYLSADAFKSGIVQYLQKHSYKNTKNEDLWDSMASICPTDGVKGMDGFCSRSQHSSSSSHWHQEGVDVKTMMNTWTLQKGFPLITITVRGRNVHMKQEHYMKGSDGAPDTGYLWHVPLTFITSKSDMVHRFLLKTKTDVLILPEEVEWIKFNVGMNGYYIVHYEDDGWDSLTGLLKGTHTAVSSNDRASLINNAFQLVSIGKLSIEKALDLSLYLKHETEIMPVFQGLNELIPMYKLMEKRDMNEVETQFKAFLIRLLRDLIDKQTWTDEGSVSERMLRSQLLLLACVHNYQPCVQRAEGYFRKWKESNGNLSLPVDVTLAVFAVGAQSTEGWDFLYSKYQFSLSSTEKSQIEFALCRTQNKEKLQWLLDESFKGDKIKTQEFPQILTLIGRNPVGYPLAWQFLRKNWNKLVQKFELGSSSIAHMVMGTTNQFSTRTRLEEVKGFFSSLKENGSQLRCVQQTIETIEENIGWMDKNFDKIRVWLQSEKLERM
Numbers without * were called inactive; ? = inconclusive; · = no result given; & = joins results of further samples; [ ] = another dose, or the depositor's remark.

SMILES	DENV2 CPE	miR122 inh	ERp5 block	CFTR F508del cor	SIRT5 block	CASP6 VEID inh	ERAP1 inh
CNC[C@H]1Oc2ccc(NC(=O)NC3CCCCC3)cc2CC(=O)N([C@@H](C)CO)C[C@H]1C	-5	-6[16.7 µM]	1	0.3	0	-3	-2
COc1ccc(CCNC(=O)CSc2nnc(Cc3cccn3C)n2C)cc1OC	3	·	4	3.9	0	-1	-1
Cc1ccc(C(=O)Cc2nc3ccccc3[nH]2)cc1	-1	-2	1	-0.9	1	1	-4
CSc1ccc(S(=O)(=O)Nc2ccc(OCC(=O)N3CCOCC3)cc2)cc1	-1	·	-4	-4.0	-7	-3	-4
COc1ccc(C(N)c2csc(Nc3ccc(C(=O)c4ccccc4)cc3)n2)cc1 (configuration not stated)	12	5	-8	3.5	4	2	0
CCOc1ccc(NC(=O)CN(C)C(=O)C2CCCC2)cc1OCC	3	·	3	6.8	3	1	-2
Cc1ccccc1S(=O)(=O)N1C[C@H](O)COC[C@H]2O[C@@H](CC(=O)N3CCC(Cc4ccccc4)CC3)CC[C@@H]21	14	-8[16.7 µM]	-3	1.9	4	-2	2
O=c1ccn([C@@H]2O[C@H](CNCc3ccccc3OCc3ccc(Cl)cc3Cl)[C@@H](O)[C@H]2O)c(=O)[nH]1	6	-2	-2	-0.3	-2	3	0
CN(C)CC(=O)Nc1ccc2c(c1)[C@H]1C[C@@H](CC(=O)NC3CCCC3)O[C@H](CO)[C@H]1O2	-2	-9[16.7 µM]	-5	0.5	-3	-1	-1
O=C(O)c1cccc(S(=O)(=O)Nc2ccc(N3CCCCC3)cc2)c1	2	-2	6	-0.9	-2	9	2
NC(=O)/C=C/C(=O)Nc1ccc(Cl)cc1	2	·	0	0.8	1	2	4
COCC(=O)Nc1ccc2c(c1)OC[C@H](C)N(Cc1cc(F)ccc1F)C[C@H](C)[C@@H](OC)CN(C)C2=O	-8	·	·	-0.7	-3	1	-2
CCN(CC)S(=O)(=O)c1ccc(N/N=C/c2cccnc2)nc1	-4	1	-1	-0.6	1	1	·
C[C@@H]1CN([C@@H](C)CO)C(=O)c2cc(N(C)C)ccc2O[C@@H](C)CCCCO[C@@H]1CN(C)C(=O)c1ccccc1	5	7[16.7 µM]	1	0.8	-2	5	2
O=C(O)c1ccc(N2CCN(c3ccc(Cl)cc3)CC2)c([N+](=O)[O-])c1	-5	-3	1	0.2	11	6	6
Cc1nnc(SCC(=O)O)s1	-6	·	-6	·	-3	1	6
CN(C)C(=O)CCc1ccc2c3c([nH]c2c1)[C@]1(CCC2CCCC2)[C@@H](C(=O)N2CCOCC2)C[C@H](CC(=O)NCCc2ccccn2)C(=O)N1CC3	1	11	17	1.8	-5	-15	-4
O=C(C[C@@H]1C=C[C@H](NC(=O)c2ccc(F)cc2)[C@H](CO)O1)NCCc1ccccc1	-1	·	0	0.6	5	1	2
O=S(=O)(NCCS(=O)(=O)N1CCN(c2ccccc2)CC1)c1ccccc1	-6	3	-9	0.0	1	0	1
CCCN(C(=O)COC(=O)C12CCC(=O)N1c1ccccc1S2)c1c(N)n(Cc2ccccc2)c(=O)[nH]c1=O (configuration not stated)	-4	-5	4	1.6	-1	-9	0
C[C@@H]1CCCCO[C@@H](CN(C)S(=O)(=O)c2cccs2)[C@@H](C)CN([C@H](C)CO)C(=O)c2cc(N(C)C)ccc2O1	5	2[16.7 µM]	2	-3.0	4	-1	-1
Cc1noc(C)c1S(=O)(=O)N(C)C[C@H]1OCCCC[C@@H](C)Oc2ccc(NS(=O)(=O)c3cccs3)cc2C(=O)N([C@@H](C)CO)C[C@H]1C	-11	6[16.7 µM]	3	-0.2	6	-1	2
Cc1ccc(O)c(NC(=O)C2CC(c3cccc(Br)c3)=NO2)c1 (configuration not stated)	-1	-7	9	2.7	-7	2	-1
COc1cccc(C(c2nnnn2C(C)(C)C)N2CCN(C/C=C/c3ccccc3)CC2)c1OC (configuration not stated)	1	6	-3	0.4	·	1	·
COc1ccc(N2C(=NC(=O)c3ccc(Br)cc3)SC3CS(=O)(=O)CC32)cc1 (configuration not stated)	-8	-7	-3	0.1	2	-3	0
CCCc1noc(-c2cccc([N+](=O)[O-])c2)n1	16	·	-2	3.6	·	-3	2
COCCNC(=O)[C@@H]1CSC2c3ccc(OC)c(OC)c3C(=O)N21 (some centres not stated)	7	-3	3	-0.1	-1	1	0
CCS(=O)(=O)c1ccc(-c2cccc(NC(=O)COc3ccc(Cl)cc3)c2)nn1	7	·	3	-0.3	0	5	2
C[C@H](CO)N1C[C@H](C)[C@@H](CN(C)C(=O)Nc2ccccc2)Oc2ccc(NC(=O)CCN3CCOCC3)cc2C1=O	-21&-6	-5[16.7 µM]	0&-5	0.7&0.7	3&-8	0&0	-1&-3
C=CCNC(=O)C1CC(=O)N(c2ccc(OCc3ccc(F)cc3)cc2)C1 (configuration not stated)	-4	-2	-10	-3.7	1	2	-1
C=CC[C@H](CC(=O)N[C@H](CO)Cc1ccccc1)C(=O)N[C@@H](COC(=O)[C@H](CC=C)CC(=O)OC(C)(C)C)Cc1c[nH]c2ccccc12	4	-2	5	3.7	-1	0	-1
Cc1ccc(/C=C/C(=O)O)cc1S(=O)(=O)NCC1CCCO1 (configuration not stated)	-9	-1	-4	-1.9	-3	5	-6
C=CC[C@@H](CC(=O)N(CCO)Cc1ccccc1)C(=O)NC[C@@H](OC(=O)[C@@H](CC=C)CC(=O)OC(C)(C)C)c1ccccc1	3	3	-3	0.2	10	-1	-2
O=C(NCCNc1ccc([N+](=O)[O-])cc1)c1ccccc1Br	7	1	1	·	1	2	1
COc1cc2c(cc1O)CCN(C(=O)CSc1nncn1C)[C@@H]2C	-6	5	-8	-1.0	·	-2	1
CNC(=O)CSc1nnc(-c2ccccc2F)n1CCc1ccccc1	-5	-6	3	0.3	1	2	-4
Cn1cnc(S(=O)(=O)N2CCCCN3[C@H](CO)[C@@H](c4ccc(C#CC5CC5)cc4)[C@H]3C2)c1	-7	1[16.7 µM]	-1	-0.1	3	-3	3
CCOc1ccc(S(=O)(=O)Nc2cccc(C(=O)N3CCN(C(C)=O)CC3)c2)cc1	-3	·	0	-1.3	-3	0	-8
Cc1cccc(OCC(O)CN2CC3(C)CC2CC(C)(C)C3)c1 (configuration not stated)	-2	·	2	·	-3	-3	10
CCOc1cc(C2NC(=O)NC(O)(C(F)(F)F)C2C(=O)c2ccc(Cl)cc2)ccc1O (configuration not stated)	3	·	-3	1.4	3	1	18
Cc1nc2c(C)cccn2c1C(=O)c1ccccc1	-17	-1	-6	4.5	0	1	-2
Cc1ccc(NC(=S)Nc2ccc3[nH]c(=O)[nH]c3c2)cc1C	6	-3	-3	2.0	-5	3	3
Cc1ccc(-c2nc3c(C)cc(Br)cn3c2Cc2ccccc2)cc1	7	·	3	-0.5	·	-3	·
C[C@H](CO)N1C[C@H](C)[C@@H](CN(C)S(=O)(=O)c2ccc(Cl)cc2)Oc2ccc(NS(=O)(=O)c3ccc(F)cc3)cc2C1=O	3	-4[16.7 µM]	2	1.9	2	-2	-1
COc1ccc(CCNC(=O)c2cc(-c3ccc(Cl)c(Cl)c3)oc2C)cc1	-7	·	4	·	1	1	-1
O=C(Nc1cccc2cccnc12)c1cccnc1	-1	3	-4	1.4	1	3	1
COCC(=O)N1CC(=O)N2[C@H](C1)[C@@H](c1ccc(C#CC(C)C)cc1)[C@@H]2CO	-3	·	5	-3.2	-2	1	0
Cc1ccc(-c2ncns2)cc1	-2	-8	2	-3.5	-6	-3	-1
O=C(NCc1cc(Cl)cc(Cl)c1)c1ccc2sc([C@H]3C[C@H](O)[C@@H](CO)O3)nc2c1	0	-6	-5	-0.2	-2	2	2
C#CCOCCOCCOCCNc1nc(N2CCN(C(=O)[C@H](CCCCN)n3cc([C@@H](N)CO)nn3)CC2)nc(N2CCN(C(=O)[C@H](CCCCN)n3cc([C@@H](N)CC(C)C)nn3)CC2)n1	3	3	-2	-1.0	-4	-272	-5
CC(=O)c1ccc(NC(=O)Cn2cnc(S(=O)(=O)N3CCc4ccccc43)c2)cc1	?	-1	-1	-2.0	7	-1	-1
O=C(NC1CCCC1)N[C@@H]1CC[C@@H](CC(=O)N2CCOCC2)O[C@H]1CO	-12	4[16.7 µM]	-2	-1.2	-3	-1	-3
CSCCC(NC(=O)c1ccco1)C(=O)NCC(c1ccco1)N1CCCCC1 (configuration not stated)	-4	5	-17	2.5	-3	-1	2
COc1cccc(N/C=C/C(=O)c2ccc(OC)c(OC)c2)c1	4	·	-1	-0.7	0	-3	-5
CCOC(=O)N1CCN(C(=O)c2ccc(N3CC4CC(C3)c3cccc(=O)n3C4)c(NC(=O)c3ccc(F)cc3)c2)CC1 (configuration not stated)	2	1	-1	-1.0	2	7	2
O=C(Nc1cccc(F)c1)N1CCC(c2ccccc2)CC1	-4	-3	-7	2.6	-4	-4	1
Cc1ccc(C(=O)Nc2ccc3c(c2)OCCO3)cc1S(=O)(=O)N1CCOCC1	17	-2	-6	-3.7	-3	2	1
C[C@@H]1CN([C@H](C)CO)C(=O)c2cc(-c3ccc(F)cc3)cnc2O[C@@H]1CN(C)C(=O)c1ccccn1	3	1[16.7 µM]	0	-0.2	-2	0	3
COc1cc(CNc2ccc3c(c2)OCCO3)ccc1OCC(N)=O	6	·	8	-1.4	-1	-2	0
O=C1CN(S(=O)(=O)Cc2ccccc2)C[C@H]2[C@H](c3ccc(C#Cc4cccnc4)cc3)[C@@H](CO)N12	-3	·	1	-3.0	-1	0	1
The list continues:
SMILES	DENV2 CPE	miR122 inh	ERp5 block	CFTR F508del cor	SIRT5 block	CASP6 VEID inh	ERAP1 inh
CC(=O)N1CC(=O)N2[C@H](C1)[C@H](c1ccc(-c3ccncc3)cc1)[C@@H]2CO	6	·	0	-3.5	2	-2	4
C[C@H]1CN([C@@H](C)CO)C(=O)c2cc(-c3ccc(C#N)cc3)cnc2O[C@@H]1CN(C)Cc1ccncc1	4	0[16.7 µM]	1	1.7	2	2	-1
Cc1ncc([N+](=O)[O-])n1CC(=O)NCCc1ccccc1	1	·	5	-0.9	-1	3	-1
C[C@@H]1CN([C@H](C)CO)C(=O)c2cc(NC(=O)CCC(F)(F)F)ccc2O[C@@H]1CN(C)CC1CCCCC1	9	1[16.7 µM]	-2	3.1	-2	-1	1
Cc1ccc(NC(=O)NN2CCOCC2)cc1	-6	-2	0	0.2	-5	0	-4
O=C(CN1CCN(Cc2ccccc2)CC1)Nc1ccc(-n2cnnn2)cc1	-3	3	0	1.0	-1	-1	·
CC(=O)Nc1ccc(NC(=O)CCC(=O)OCC(=O)c2cccc([N+](=O)[O-])c2)cc1	·	-17	-2	-1.0	2	-1	2
COc1cccc(NC(=O)N2C[C@@H](O)COC[C@H]3O[C@@H](CC(=O)NC4CCCC4)CC[C@@H]32)c1	4	-10[16.7 µM]	-1	3.3	-2	2	0
Cc1ncsc1CCC(=O)N1CCCC(Nc2ccc(C(C)C)cc2)C1 (configuration not stated)	-2	·	0	0.8	-5	1	3
CCOC(=O)C1CCN(C(=O)C2CCCN2S(=O)(=O)c2ccc(Cl)cc2)CC1 (configuration not stated)	4	·	3	1.1	-1	2	2
COc1ccc(CNC(=O)Cn2cccc2C(=O)c2ccccc2C)cc1	2	0	-3	0.5	1	0	-2

Four compounds from above, ordered by formula weight, low to high:
SMILES	DENV2 CPE	miR122 inh	ERp5 block	CFTR F508del cor	SIRT5 block	CASP6 VEID inh	ERAP1 inh
Cc1ncc([N+](=O)[O-])n1CC(=O)NCCc1ccccc1	1	·	5	-0.9	-1	3	-1
Cc1ncsc1CCC(=O)N1CCCC(Nc2ccc(C(C)C)cc2)C1 (configuration not stated)	-2	·	0	0.8	-5	1	3
CC(=O)Nc1ccc(NC(=O)CCC(=O)OCC(=O)c2cccc([N+](=O)[O-])c2)cc1	·	-17	-2	-1.0	2	-1	2
CCOC(=O)C1CCN(C(=O)C2CCCN2S(=O)(=O)c2ccc(Cl)cc2)CC1 (configuration not stated)	4	·	3	1.1	-1	2	2
